# LmPK inh: qHTS Assay for Inhibitors of Leishmania Mexicana Pyruvate Kinase (LmPK); Q27686; Potency, µM (highest dose often 57.5 µM), without a hit: at the top dose activity change, negative = inhibition, usual class: inhibitors; actives 0.37% (n = 290,000); purified LmPK, Kinase-Glo ATP luminescence, 1 h; AID 1721, 2009
# Target sequence (Q27686 whole entry, looked up): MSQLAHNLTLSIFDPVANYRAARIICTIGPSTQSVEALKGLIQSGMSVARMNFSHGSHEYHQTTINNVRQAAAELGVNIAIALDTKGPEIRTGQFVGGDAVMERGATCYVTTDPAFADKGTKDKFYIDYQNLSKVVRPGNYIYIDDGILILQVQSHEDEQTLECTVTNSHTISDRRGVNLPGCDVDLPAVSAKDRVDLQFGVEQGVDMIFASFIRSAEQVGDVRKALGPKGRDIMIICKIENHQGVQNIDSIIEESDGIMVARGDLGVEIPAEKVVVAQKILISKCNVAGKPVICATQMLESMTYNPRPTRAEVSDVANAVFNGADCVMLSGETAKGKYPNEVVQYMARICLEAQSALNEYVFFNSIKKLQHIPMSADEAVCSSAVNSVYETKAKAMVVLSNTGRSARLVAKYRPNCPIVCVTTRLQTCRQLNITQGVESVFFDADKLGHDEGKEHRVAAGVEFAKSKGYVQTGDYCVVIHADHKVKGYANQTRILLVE
#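 In 50 mM imidazole pH 7.2 with 7 mM MgCl2, LmPK (0.1 nM) turned over PEP (0.5 mM) and ADP (0.1 mM) for 1 h at room temperature. Luciferase read-out of ATP.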
# Pf growth 48h: Primary qHTS for delayed death inhibitors of the malarial parasite plastid, 48 hour incubation. P. falciparum luciferase growth in erythrocytes, 48 h. Potency, µM (doses to about 28.7 µM), without a hit: top-dose activity change, negative = inhibition, usual class: inhibitors. AID 504832, 2011. actives 5.9% (n = 310,000)
#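 A one-generation exposure of luciferase-tagged malaria parasites in RPMI 1640/Albumax erythrocyte culture, 37 C and 5% CO2. Inhibition is inferred from decreased luminescence after adding detection reagent.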
# TbPYK inhibitor: qHTS of Trypanosoma Brucei Inhibitors. pyruvate kinase (Trypanosoma brucei), Q57TT1. Potency, µM (series often up to 76.8 µM), without a hit: top-dose activity, negative = inhibition, usual class: inhibitors. AID 624173, 2012. actives 0.12% (n = 410,000). TbPYK enzyme, Kinase-Glo Plus ATP luminescence, 45 min; further: nearly all actives have a fitted effect of over 50% in size
#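 Luminescent Kinase-Glo Plus end-point after 45 min room-temperature reaction of T. brucei pyruvate kinase started with 130 uM ADP (final). Buffer TEA 50 mM pH 7.2 with KCl, MgCl2, BSA, Tween-20; titration-based qHTS with fitted concentration-effect curves.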
# HCV inhibitor: qHTS Assay for Inhibitors of Hepatitis C Virus (HCV) | Huh7.5.1 HCVcc-Cre infection, luciferase reporter, 44 h | Potency, µM (doses to about 41.8 µM), for the others: at the highest dose activity change, negative = inhibition, most hits filed as inhibitors | actives 3.4% (n = 340,000) | AID 651820, 2012
#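 After 44 h co-culture of compound, cells and HCVcc-Cre (~0.5 moi), substrate is added for 15 min at room temperature and luciferase measured over 15 sec. Cells were seeded at 1,000/well and pre-cultured 4 h.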
# Pf growth 96h: Primary qHTS for delayed death inhibitors of the malarial parasite plastid, 96 hour incubation; P. falciparum luciferase reporter growth, 96 h; Potency, µM (highest dose often 28.7 µM), for the others: at the top dose activity change, negative = inhibition, most hits filed as inhibitors; actives 6.9% (n = 320,000); AID 504834, 2011
#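 Erythrocytes infected with luciferase-expressing P. falciparum were dispensed at 2% hematocrit and 0.05% parasitemia (final), then incubated with compounds 96 hours at 37 C in 5% CO2. Luminescence after detection reagent addition reported growth.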
# Sm TGR block: qHTS Assay for the Inhibitors of Schistosoma Mansoni Peroxiredoxins; Schistosoma mansoni thioredoxin glutathione reductase (TGR), Q962Y6; purified TGR, DTNB reduction, TNB absorbance 405 nm; Potency, µM (titrated, usually from 114 µM), without a hit: at the top dose activity change, negative = inhibition, most hits filed as inhibitors; actives 3% (n = 360,000); AID 485364, 2010; further: nearly all actives have a fitted effect of over 60% in size
#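 Kinetic colorimetric format: TGR-catalysed, NADPH-driven DTNB reduction monitored via TNB absorbance. Enzyme dispensed at 20 nM; compound exposure 15 min at room temperature before reaction start.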
# * marks the source's active call; other numbers are inactive results; ? = inconclusive; · = not tested or not shown; [ ] = remark or other dose. The call rests on the fitted dose curve; in most records, active means well fitted curve in the direction sought with a large enough effect; inconclusive means small, poorly fitted or top-dose-only effect, or another doubt; inactive means no such curve, though single readings can be large; an effect the other way counts as inactive or inconclusive. On the % scale 0 is the no-effect control and ±100 the full control effect; potency means the concentration at half of the fitted maximal effect.
structure,LmPK inh,Pf growth 48h,TbPYK inhibitor,HCV inhibitor,Pf growth 96h,Sm TGR block
Nc1c(Cl)ncnc1N/N=C/c1ccc2ccccc2n1,-10%,?,-8%,4µM*,3.7µM*,-7%
O=c1[nH]cccc1-c1nc2ccccc2n1Cc1cccc(F)c1,-2%,-11%,-13%,-26%,6%,5%
N#CC1=C(Nc2ccccc2)SC=C(c2ccc(Br)cc2)N=C1N1CCOCC1,2%,?,-6%,?,?,5%
CCOC(=O)c1c(NC(=O)CN2CCOCC2)sc2c1CCCC2,3%,·,-3%,?,·,0%[11.4 µM]
O=C(Nn1c(-c2ccc(Br)cc2)nc2ccccc2c1=O)c1ccc([N+](=O)[O-])cc1,1%,2%,0%,6%,?,?
CC1(C)O[C@@H]2[C@H](O1)[C@@H](CO)O[C@H]2n1cnc2c(N)ncnc21,·,21%,5%,27%,41%[activator],1%
Cc1ccc(Cn2c(SCC(=O)N3CC(=O)Nc4ccccc43)nc3ccccc3c2=O)cc1,1%,?,-11%,10µM*,13µM*,-3%
COc1ccc(/C=C2\Sc3ccc(C(=O)NCc4cccnc4)cc3N(C)C2=O)cc1OC,8%,?,-10%,8.9µM*,-12%,-12%

# Reformatted: 4 of the compounds above
Structure: CCOC(=O)c1c(NC(=O)CN2CCOCC2)sc2c1CCCC2
- LmPK inh: 3%
- Pf growth 48h: ·
- TbPYK inhibitor: -3%
- HCV inhibitor: ?
- Pf growth 96h: ·
- Sm TGR block: 0%[11.4 µM]
Structure: O=C(Nn1c(-c2ccc(Br)cc2)nc2ccccc2c1=O)c1ccc([N+](=O)[O-])cc1
- LmPK inh: 1%
- Pf growth 48h: 2%
- TbPYK inhibitor: 0%
- HCV inhibitor: 6%
- Pf growth 96h: ?
- Sm TGR block: ?
Structure: CC1(C)O[C@@H]2[C@H](O1)[C@@H](CO)O[C@H]2n1cnc2c(N)ncnc21
- LmPK inh: ·
- Pf growth 48h: 21%
- TbPYK inhibitor: 5%
- HCV inhibitor: 27%
- Pf growth 96h: 41%[activator]
- Sm TGR block: 1%
Structure: Cc1ccc(Cn2c(SCC(=O)N3CC(=O)Nc4ccccc43)nc3ccccc3c2=O)cc1
- LmPK inh: 1%
- Pf growth 48h: ?
- TbPYK inhibitor: -11%
- HCV inhibitor: 10µM*
- Pf growth 96h: 13µM*
- Sm TGR block: -3%

# More entries follow.
structure,LmPK inh,Pf growth 48h,TbPYK inhibitor,HCV inhibitor,Pf growth 96h,Sm TGR block
O=C(N/N=C/c1c[nH]c2ccccc12)c1cc(Br)ccc1O,5%,31%,1%,15%,-2%,-13%
COc1ccc(CCN(Cc2cc3ccc(C)cc3[nH]c2=O)C(C)=O)cc1OC,-3%,2.3µM*,1%,-6%,-2%,-3%
O=c1c2c3nc4ccccc4nc3n(-c3ccc4c(c3)OCCO4)c2ncn1C1CCCC1,2%,8.3µM*,0%,6%,·,-14%
CC(C)CCN1CC(=O)N2Cc3[nH]c4ccccc4c3C[C@H]2C1=O,4%,3%,-3%,9%,12%,-9%
Cc1ccc(S(=O)(=O)N2CCOCC2)cc1N/N=C(\C#N)c1nc2ccccc2[nH]1,2%,?,1%,2%,3.3µM*,-2%
C=CCOc1cccc(C(=O)N2CCCC(CNS(=O)(=O)c3cccs3)C2)c1 (stereo not given),2%,-24%,1%,-7%,?,2%
O=C1CCN(Cc2ccccc2)CCN1CCO,2%,-11%,1%,32%[activator],?,3%
O=C(NCC1CCN(C(=O)c2ccc([N+](=O)[O-])cc2)CC1)c1ccc([N+](=O)[O-])cc1,0%,?,5%,-28%,4%,-2%
O=C(Cn1cnc2ccccc21)Nc1ccc(SC(F)F)cc1,9%,-25%,-3%,8.9µM*,-6%,-3%
Cc1oc(-c2ccc(-c3ccccc3)cc2)nc1CN(C)C1CCOC1 (stereo not given),-3%,145%[activator],-3%,?,?,-16%
CC(=O)Nc1ccc(S(=O)(=O)N(CCCN2CCOCC2)Cc2cccs2)cc1,1%,-13%,5%,20%,-15%,?
O=C1c2ccsc2SCCN1Cc1cccc(Cl)c1,12%,·,-8%,?,?,-10%
CCOC(=O)Cn1c(=NC(=O)c2ccc([N+](=O)[O-])s2)sc2ccccc21,1%,9.3µM*,-21%,6%,3.7µM*,6%
[O-][n+]1onc2c1CCc1nnc(-c3ccccc3)cc1-2,-4%,-16%,-11%,?,-19%[5.75 µM],-8%
COc1ccccc1C(=O)N(Cc1ccccc1)c1ccc(C)cc1,-4%,?,-1%,-30%,?,15%
CCCN(CC(=O)Nc1ccccc1C)C(=O)Cc1n[nH]c(=O)c2ccccc12,·,-15%,-4%,15%,-5%,-5%
CCN(C(=O)COC(=O)c1ccc(C)c(S(=O)(=O)N2CCCCC2)c1)C1CCS(=O)(=O)C1 (stereo not given),·,?,-1%,-16%,1%,4%
CC1CCc2c(sc(NC(=O)CSc3nc4c(c(C(F)(F)F)n3)CCc3ccccc3-4)c2C(N)=O)C1 (stereo not given),-2%,23%,-11%,10%,?,-7%
COc1ccc(-n2c(COc3cccc(C)c3)nnc2SCC(=O)O)cc1,-1%,11%,-1%,10%,?,-26%
O=C(CCN1C(=O)/C(=C/c2cccs2)SC1=S)Nc1ccccn1,-2%,?,-5%,-11%,?,-1%
COc1cc2c(cc1/C=C1/NC(=O)N(c3ccccc3)C1=O)OCO2,0%,34%[activator],0%,2%,?,-7%
CC1(C)CC(=O)C(C2C3=C(CC(C)(C)CC3=O)Oc3ccc4ccccc4c32)C(=O)C1 (stereo not given),4%,?,2%,-11%,37%[activator],·
NS(=O)(=O)c1ccc(NC(=O)c2ccc3c(c2)OCO3)cc1,6%,9%,14%,6%,-11%,3%
NS(=O)(=O)c1ccc(NC(=O)CSc2nc3ccccc3[nH]2)cc1,-2%,-5%,2%,-24%,1%,-7%
Cc1ccc2nc(NS(C)(=O)=O)sc2c1,2%,27%,2%,4%,-9%[5.75 µM],-3%
CCOc1ccc(S(=O)(=O)NCCCN2CCOCC2)cc1,-8%,2%,1%,14%,8%,16%
COc1cccc(-c2nc(-c3ccc4c(c3)-c3ccccc3S4(=O)=O)c(-c3ccccc3)[nH]2)c1OC,-5%,9.3µM*,-1%,?,?,?
COc1cc(/C=C(/C(=O)c2cccs2)c2nc3ccccc3[nH]2)ccc1O,-6%,2.1µM*,-4%,?,1.2µM*,-28%
Cc1ccccc1Nc1nc(N)nc(COC(=O)c2ccc(S(=O)(=O)N(C)C)cc2)n1,1%,?,14%,-37%,?,-8%
O=c1c(C/C=C/c2ccccc2)c(O)ccn1Cc1ccc(Cl)cc1Cl,3%,-3%,0%,12%,-21%[5.75 µM],1%
Cc1ccc(C(=O)C2=C(O)C(=O)N(CCN3CCOCC3)C2c2ccccn2)o1 (stereo not given),-6%,6%,·,·,·,45µM*
Cc1c(Cl)cccc1NS(=O)(=O)c1ccc(-c2ccc(=O)[nH]n2)o1,-7%,4%,0%,16%,15%,-14%
CC(=O)N(CCc1ccccc1)Cc1cc2ccc(C)c(C)c2[nH]c1=O,8%,32%[activator],-1%,-12%,?,6%
CCOC(=O)C(C)Sc1nc2c(c(=O)[nH]c(=O)n2C)n1Cc1ccc(Cl)cc1 (stereo not given),1%,?,-7%,2.8µM*,?,3%
O=C(CC1Oc2ccccc2NC1=O)NCCCN1CCN(Cc2ccccc2)CC1 (stereo not given),10%,·,-3%,?,23%,-2%
O=C(O)CCNC(=O)C12CC3CC(CC(C3)C1)C2,0%,24%,-2%,18%,114%[activator],5%
Cc1cccc(-c2nc3sc(C)cc3c(=O)o2)c1,4%,61%[activator],-11%,16%,-5%,3%
S=P(Nn1cnnc1)(c1ccc(Br)cc1)c1ccc(Br)cc1,1%,?,0%,8%,?,-1%
CC1(C)CC(=O)C(C=NCCN2CCN(C(=O)Cc3ccccc3)CC2)=C(O)C1,9%,·,-1%,-6%,?,5%[11.4 µM]
COC(=O)C(NC(=O)c1ccccc1Cl)(Nc1ncc(S(=O)(=O)c2ccc([N+](=O)[O-])cc2)s1)C(F)(F)F (stereo not given),3%,?,-4%,?,·,-6%
COc1ccc2cc3cc(C(=O)N4CCN(c5ccccn5)CC4)oc3nc2c1,-4%,-26%,1%,-18%,?,-4%
CCN(CC)C(=O)C1=C(C)NC(=O)NC1c1ccccc1F (stereo not given),-2%,-4%,·,-1%,15%,-10%
O=C(NCCc1ccccc1)Nc1cccc(Cl)c1,4%,-4%,-1%,-4%,2.9µM*,-5%
COc1ccc(CC(=O)Nc2ccc3c(c2)OCO3)cc1S(=O)(=O)N1CCOCC1,5%,14%,-6%,11%,-9%,6%
CCS(=O)(=O)C1=NN2C(=N)/C(=C\c3ccc(OS(=O)(=O)c4ccccc4)cc3)C(=O)N=C2S1,2%,6%,0%,21%,?,45µM*
CCOC(=O)C1=C(C)NC(=O)NC1c1ccc2c(c1)OCO2 (stereo not given),1%,-28%,6%,-2%,7%,6%
O=C(COc1ccccc1F)N1N=C(c2cccs2)CC1c1ccco1 (stereo not given),·,?,-4%,-10%,?,25µM*
CCOCCCn1c(=S)[nH]c2cc(C(=O)N3CCC(C(N)=O)CC3)ccc2c1=O,1%,43%[activator],2%,20%,24%,0%
Cc1ccc(S(=O)(=O)C(C#N)c2nc3ccccc3nc2N2CCC(C)CC2)cc1 (stereo not given),7%,-23%,3%,9%,?,-3%
CCOC(=O)C1CCCN(C(=O)c2cc3c(OC)c(OC)c(OC)cc3[nH]2)C1 (stereo not given),-6%,-38%,2%,2%,9%,7%
O=C(CCc1nnc2n(Cc3ccccc3Cl)c(=O)c3ccccc3n12)NCCCN1CCOCC1,-10%,2%,-3%,-21%,19%,4%
O=C(O)c1ccccc1-c1c2ccc(=O)cc-2oc2cc(O)ccc12,·,-7%,-8%,·,-19%,·
O=C(COc1ccc2ccc(=O)oc2c1)N1CCC(C(=O)O)(c2ccccc2)CC1,-5%,30%[activator],3%,-2%,1%,-16%
O=C(Nc1ccccc1)c1ccccc1OCc1cccc([N+](=O)[O-])c1,1%,-7%,-4%,?,?,2%
CCO[C@@H]1OC(C(=O)N2CCOCC2)=C[C@H](C)[C@H]1CCCO,-1%,12%,-4%,9%,93%[activator],-10%
COc1ccc2c(C)cc(SCn3nnc4ccccc4c3=O)nc2c1,7%,24%,0%,-4%,59%[activator],-5%

# Following part:
structure,LmPK inh,Pf growth 48h,TbPYK inhibitor,HCV inhibitor,Pf growth 96h,Sm TGR block
CCOC(=O)Cc1csc(NC(=O)Nc2cccc(OC)c2)n1,0%,?,-2%,-7%,10µM*,7%
Cc1ccnc(N/C=C(/NC(=O)c2ccccc2)C(=O)NN)n1,3%,21%,2%,10%,-5%,2%
Cc1onc(-c2c(Cl)cccc2Cl)c1C(=O)c1c[nH]c(C(=O)NCC2CCCO2)c1 (stereo not given),-4%,10µM*,4%,11µM*,?,1%
Cc1nn(Cc2ccccc2)c(C)c1C=C1C(=O)NC(=O)NC1=O,0%,0%,?,33%[activator],8.3µM*,-1%
c1ccc(CNc2ncnc3sc4c(c23)CCCC4)nc1,10%,16%,-4%,?,38%[activator],0%
O=C(Nc1ccccc1)NC1CCN(CCCN2C(=O)c3ccccc3C2=O)CC1,10%,-11%,-3%,27%,·,0%

# Bioassay records (PubChem BioAssay)
